Screens (PubChem BioAssay)
FUS suppressor: rescues growth of FUS-expressing yeast; S. cerevisiae FUS-expressing, growth rescue, OD600, 24 h; 0.24% of 390,000 active; Potency, µM (titrated, usually from 76.6 µM), for inactives: at the highest dose growth rescue (activation), actives largely listed as activators; AID 1347120;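 further: potency means the concentration at half of the fitted maximal effect; plate controls were DMSO vehicle for no effect and reference control for full effect; nearly all actives have a fitted effect of over 55% in size; some results filed as inactive show a strong effect at the top dose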
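Quantitative HTS measuring growth restoration of FUS-toxic yeast. Galactose-induced cells (OD 0.005) were exposed 24hr at 30C to compounds at several concentrations, then absorbance at 600 nm was recorded.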
PI5P4K alpha inh: inhibitors of human PI5P4K alpha | PI5P4Kalpha enzyme, ADP-Glo luminescence, 60 min; active compounds read low | max response, % | AID 652105 | 1.2% of 330,000 active; active means max response of -50% or lower; inconclusive means between -30% and -50%; inactive means -30% or higher; further: value at the top dose of about 77 µM; on the % scale 0 is the no-effect control and ±100 the full control effect
Target sequence (P48426 whole entry, looked up): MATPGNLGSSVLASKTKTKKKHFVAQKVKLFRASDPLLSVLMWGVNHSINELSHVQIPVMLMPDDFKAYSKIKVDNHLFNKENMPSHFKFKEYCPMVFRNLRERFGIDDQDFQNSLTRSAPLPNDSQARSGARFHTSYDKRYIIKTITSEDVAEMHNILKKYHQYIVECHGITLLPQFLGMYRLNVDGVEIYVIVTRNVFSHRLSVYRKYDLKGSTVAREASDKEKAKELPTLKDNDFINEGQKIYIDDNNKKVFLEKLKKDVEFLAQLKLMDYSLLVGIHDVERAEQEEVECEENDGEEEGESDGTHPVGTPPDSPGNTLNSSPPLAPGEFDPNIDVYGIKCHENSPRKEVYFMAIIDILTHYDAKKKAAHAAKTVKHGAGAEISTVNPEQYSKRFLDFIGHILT
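PI5P4Kalpha ADP-Glo assay; 5 microM ATP final; 60 min RT reaction; HEPES pH 7.4/EGTA/CHAPS, 5% DMSO; controls lacking substrate or enzyme; luminescent end-point.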
IL2 activator: activates IL-2 in a cell-based reporter assay | activation, % (series mostly up to about 46 µM) | IL-2 activation reporter assay, cell-based qHTS; stimulated with anti-CD3/CD4/CD28 beads; in transgenic mouse T cells | 0.065% of 360,000 active; in the data active means activation above about 50%; inconclusive means mostly about 30% to 49%; further: 0% is about no effect
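Readout is EGFP and DsRed signal by fluorescent plate cytometry after 18 h at 37 degrees C. Transgenic mouse T cells (750/well) received compound for 60 min before bead stimulation (anti-CD3, anti-CD4, anti-CD28); memory T cells served as non-tolerant control.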
EPAC1 agonist: activates human EPAC1 exchange factor; EPAC1 agonist qHTS, biochemical assay; response scale: 100% = response to 6.5 mM cAMP; 0.073% of 360,000 active; O95398; AID 720707; Potency, µM (top dose mostly 154 µM), inactives show at the top dose activation, hits mostly activators; further: potency means the concentration at half of the fitted maximal effect; nearly all actives have a fitted effect of over 60% in size
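EPAC1 100 nM, Rap1B–BODIPY-GDP 250 nM, unlabeled GDP 50 uM; compound titration; 5 min RT; kinetic read ex480/em540 at 5-min intervals ×30 min; data normalized to 6.5 mM cAMP agonist control.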
EPAC1 antag: EPAC1 (human) antagonism. O95398. EPAC1 GEF assay, Rap1b-BODIPY-GDP exchange fluorescence. Potency, µM (doses to about 115 µM), for the others: top-dose activity change, negative = inhibition, actives largely listed as inhibitors. 0.14% of 360,000 active. AID 720709;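 further: potency means the concentration at half of the fitted maximal effect; plate controls were vehicle for no effect and positive control for full effect; nearly all actives have a fitted effect of over 50% in size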
WRN helicase inh: WRN helicase (human) inhibition; Q14191; WRN helicase unwinding, fluorescent forked duplex, kinetic; Potency, µM (series often up to 114 µM), without a hit: at the top dose activity change, negative = inhibition, usual class: inhibitors; 0.46% of 360,000 active; AID 651768; further: potency means the concentration at half of the fitted maximal effect; on the % scale 0 is the no-effect control and ±100 the full control effect; nearly all actives have a fitted effect of over 55% in size
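WRN at 20 nM final was preincubated with compound for 15 min at room temperature; reaction started with 100 nM forked duplex oligonucleotide carrying fluorophore and quencher plus 2 mM ATP (final). Unwinding followed kinetically by red fluorescence (ex 525/em 598 nm).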
Abeta yeast res: compounds reversing amyloid beta toxicity in yeast; yeast expressing A-beta42, growth rescue, OD600, 48 h; response scale: 0% DMSO, 100% iron-clioquinol control; Potency, µM (top dose mostly 46.1 µM), without a hit: at the top dose growth rescue, usual class: activators; 0.063% of 410,000 active; AID 1347071; further: potency means the concentration at half of the fitted maximal effect; nearly all actives have a fitted effect of over 55% in size
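Yeast growth medium received pinned compounds, then yeast cells expressing toxic A-beta were added; plates incubated at 30 C for 48 hr. Growth read as absorbance at 600 nm, normalized to DMSO and equimolar FeCl3 plus clioquinol controls.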
PLK1 PBD inh: PLK1 (human) polo-box domain binding inhibition; Plk1 PBD binding of FITC phosphopeptide, fluorescence polarization; Potency, µM, for inactives: max response, negative = inhibition, most hits filed as inhibitors; 2.8% of 360,000 active; AID 720504; further: potency means the concentration at half of the fitted maximal effect; series mostly up to about 57 µM; on the % scale 0 is the no-effect control and ±100 the full control effect; nearly all actives have a fitted effect of over 65% in size
Target sequence (P53350 whole entry, looked up, the tested form may be a part): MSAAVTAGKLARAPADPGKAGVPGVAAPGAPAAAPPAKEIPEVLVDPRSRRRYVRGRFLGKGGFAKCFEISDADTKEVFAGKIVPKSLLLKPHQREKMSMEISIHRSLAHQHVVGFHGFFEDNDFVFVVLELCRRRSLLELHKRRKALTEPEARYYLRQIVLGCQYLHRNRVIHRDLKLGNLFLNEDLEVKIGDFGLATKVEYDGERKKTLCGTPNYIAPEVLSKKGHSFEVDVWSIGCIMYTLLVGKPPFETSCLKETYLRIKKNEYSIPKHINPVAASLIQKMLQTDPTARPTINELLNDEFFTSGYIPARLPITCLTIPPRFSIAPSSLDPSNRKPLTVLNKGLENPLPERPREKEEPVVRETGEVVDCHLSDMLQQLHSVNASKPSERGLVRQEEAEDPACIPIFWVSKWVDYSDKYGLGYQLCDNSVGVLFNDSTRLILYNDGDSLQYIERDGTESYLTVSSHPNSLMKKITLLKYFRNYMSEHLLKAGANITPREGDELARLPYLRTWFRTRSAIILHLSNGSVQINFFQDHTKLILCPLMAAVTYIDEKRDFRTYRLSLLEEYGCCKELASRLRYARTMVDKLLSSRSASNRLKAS
* hit, by the source's call; ? = inconclusive; . = not tested or not shown; [ ] = remark or other dose. Unless noted, the call rests on the fitted dose curve; in most records, active means well fitted curve in the direction sought with a large enough effect; inconclusive means small, poorly fitted or top-dose-only effect, or another doubt; inactive means no such curve, though single readings can be large; an effect the other way counts as inactive or inconclusive.

nr	SMILES	EPAC1 agonist	FUS suppressor	Abeta yeast res	EPAC1 antag	PLK1 PBD inh	PI5P4K alpha inh	IL2 activator	WRN helicase inh
1	CCn1c(C)cc2c(c1=O)C(c1ccccc1Br)C(C#N)=C(N)O2 (centres undefined)	2%	18%	-7%	6%	-9%	.	-1.9	-1%
2	Fc1ccc(-c2csc(-c3ccc(C4SCCS4)cc3)n2)cc1F	-13%	-6%	-11%	-8%	-9%	7	1.0	-2%
3	COc1cc(CN2CCC(CCC(=O)NC3CC3)CC2)cc(Cl)c1OC	16%	-11%	-3%	-8%	-3%	9	0.9	-1%
4	Cc1ccc(NC2CC(=O)N(Cc3ccccc3)C2=O)cc1 (centres undefined)	16%	-3%	1%	2%	-8%	.	-3.5	-9%
5	COc1ccc(-c2cc3nc(-c4ccccc4)cc(N4CCC5(CC4)OCCO5)n3n2)cc1	4%	?	-21%	9%	-6%	.	-1.0	-9%
6	Cc1c(C(=O)NNC(=O)c2csc(N3CCOCC3)n2)oc2ccc(Br)cc12	-7%	?	-5%	-26%	-8%	?	-3.1	-6%
7	CC(C)Nc1nc(Cl)nc(N(C#N)CN2C(=O)c3ccccc3S2(=O)=O)n1	-1%	-5%	5%	-17%	-15%	-5	-0.5	5%
8	CCOc1cc(N2CCOCC2)c(OCC)cc1NC(=O)COC(=O)c1ccc(OC)c([N+](=O)[O-])c1	-4%	.	1%	11%	-2%	0	-0.3	6%
9	CCCNC(=O)c1ccc(-c2nn(C)c(=O)c3ccccc23)cc1	-4%	-6%	4%	-18%	-17%	-3	-2.4	11%
10	Cc1ccc(C)c(NS(=O)(=O)c2cc(C(=O)NCc3ccncc3)ccc2C)c1	2%	6%	0%	9%	-1%	-4	-4.4	-6%
11	COC(=O)C(CCSC)NC(=O)CNS(=O)(=O)c1ccc(Br)cc1 (centres undefined)	-1%	5%	-11%	1%	-14%	2	-0.3	-8%
12	COc1cccc(CN2CC(C(=O)NCCC3=CCCCC3)CCC2=O)c1 (centres undefined)	4%	26%	1%	12%	6%	9	-2.2	-3%
13	O=C(N[C@@H](Cc1ccc(O)cc1)C(=O)O)c1cccnc1	11%	-25%	2%	-12%	-5%	1	-0.5	-13%
14	Cc1ccc(CNCc2ccc3c(c2)OCO3)c(C)c1	-1%	-14%	4%	-7%	-9%	-2	-1.3	7%
15	CC(=O)Nc1ccc(-c2cc(-c3ccc(NC(C)=O)cc3)nc(-c3ccc(NC(C)=O)cc3)n2)cc1	3%	.	0%	-2%	-21%	-4	-2.8	8%
16	CCOC(=O)N1CCN(C(=O)COc2ccc3oc4c(c3c2)CCCC4)CC1	2%	11%	19%	3%	-1%	-4	-3.6	1%
17	COc1ccc(CNC(=O)c2cc3c(s2)CN(Cc2ccccc2)C3)cc1	9%	29%	-10%	-10%	-23%	4	2.1	-4%
18	Cc1cc(C)c(S(=O)(=O)Nc2ccc(N(C)C)cc2)c(C)c1-n1cnnn1	0%	25%	11%	-20%	-11%	4	0.5	-3%
19	CC(=O)OCC(=O)Nc1ccc(SC(F)F)cc1	-1%	11%	7%	19%	?	7	-0.6	-5%
20	C=CCN1C(=O)/C(=C\c2cccs2)C(C(=O)OC)=C1C	-25%	3%	-22%	-9%	-5%	7	24	-6%
21	Cc1ccc(S(=O)(=O)N(C)c2ccc(C(=O)N3CCc4ccccc4C3)cc2)cc1	11%	8%	3%	-1%	2%	-3	-1.3	-10%
22	CCOC(=O)Cn1nnnc1C	8%	8%	6%	-4%	-12%	-4	-2.2	-32%
23	O=C(Cc1ccc(S(=O)(=O)N2CCOCC2)s1)N1CCN(c2cccc(C(F)(F)F)c2)CC1	-3%	26%	13%	16%	3%	0	-2.3	-2%
24	O=C(Nc1ccccc1)O/N=C1\CCCCC1c1ccc([N+](=O)[O-])cc1[N+](=O)[O-] (centres undefined)	1%	-8%	-2%	1%	-10%	-6	1.2	-11%
25	CC1(C)CCCC2=C1CC1C(=O)N(Cc3cccnc3)C(=O)C1C2 (centres undefined)	5%	11%	5%	1%	-9%	-1	-1.2	5%

nr	SMILES	EPAC1 agonist	FUS suppressor	Abeta yeast res	EPAC1 antag	PLK1 PBD inh	PI5P4K alpha inh	IL2 activator	WRN helicase inh
26	O=C(COc1ccc([N+](=O)[O-])cc1)Nc1ccccc1N1CCCC1	-7%	-4%	-1%	-15%	-10%	2	-4.3	6%
27	COC(=O)COc1ccc2c(=O)c(Oc3ccccc3Br)coc2c1	-3%	2%	-12%	-6%	-6%	2	-0.2	-12%
28	Cc1ccn2cc(C(=O)NCc3ccco3)nc2c1	14%	-17%	-18%	9%	-10%	0	1.4	-1%
29	O=C1C=CC(=O)N1c1ccc2c(c1)Cc1cc(F)ccc1-2	-3%	-3%	-93%[inhibitor]	-6%	?	-18	-1.1	-20%
30	O=C(Cn1cccn1)N1CCCC(N2CCN(c3ccccc3F)CC2)C1 (centres undefined)	-5%	8%	-7%	-11%	?	2	-0.7	-4%
31	Cc1cc(C)c(S(=O)(=O)N(CC(=O)N2CCCC2)C2CCCCC2)c(C)c1	2%	27%	-23%	-6%	-7%	3	-1.4	5%
32	Cc1cccc(N2CCN(S(=O)(=O)c3c(C)noc3/C=C/N(C)C)CC2)c1C	15%	14%	-88%[inhibitor]	19%	-2%	4	-2.2	-2%[57.1 µM]
33	COc1ccc(CNC(=O)C2(CC3CC(c4ccccc4)=NO3)CCNCC2)cc1 (centres undefined)	11%	-5%	3%	-1%	0%	-1	-2.8	-1%
34	CCN1CCN(CCCN(Cc2ccco2)C(=S)Nc2ccc(C)c(Cl)c2)CC1	-6%	-17%	-15%	12%	-16%	-1	-5.0	6%
35	S=c1[nH]c(-c2ccccc2)cn1/N=C/c1cccnc1	-7%	1%	-32%	-8%	-8%	-10	3.0	-16%
36	CCn1c(C)[n+](CC)c2ccc(C(=O)N(C)c3ccccc3)cc21	1%	-3%	2%	-5%	3%	0	-0.7	-1%
37	COC1=C(Nc2ccc(OC)cc2)C(=O)c2ccccc2C1=O	-3%	3%	-17%	11%	6%	-12	0.5	-10%[57.1 µM]
38	CCOc1ccccc1OCCC(=O)OCC(=O)c1ccc[nH]1	3%	-25%	0%	-4%	-2%	-9	-0.1	-10%
39	Cn1c(=O)c(C(=O)COc2ccc(F)cc2Cl)c(N)n(Cc2ccccc2)c1=O	4%	31%	-2%	11%	-1%	3	-1.1	-3%
40	CSc1ccccc1NC(=O)CN(C)C(=O)c1ccc2c(c1)OCCO2	3%	10%	-3%	-20%	-4%	7	2.4	-5%
41	O=C(NCCCn1ccnc1)c1cccc(S(=O)(=O)N2CCCCCC2)c1	9%	17%	-3%	1%	-10%	1	-2.0	0%
42	CC1CCCN(CCCNC(=O)c2cc3c(s2)-c2ccccc2OC3)C1 (centres undefined)	1%	8%	13%	-6%	-1%	10	-3.0	8%
43	O=C(NC(NC(=S)Nc1cc(Cl)ccc1Cl)C(Cl)(Cl)Cl)c1ccco1 (centres undefined)	20%	28%	-7%	-4%	?	.	-0.6	-26%
44	COc1ccc(-c2nc(Cn3c(SCc4cccc(F)c4)nc4ccncc43)c(C)o2)cc1OC	-1%	26%	-2%	-16%	-6%	5	-4.2	4%
45	CCOC(CNC(=O)CN1C(=O)COc2ccc(S(=O)(=O)N3CCOCC3)cc21)OCC	-3%	-1%	0%	18%	-11%	19	-4.1	-6%
46	NS(=O)(=O)c1ccc(NC(=O)COC(=O)c2cc3ccccc3cc2O)cc1	14%	17%	7%	13%	-15%	1	0.7	2%
47	CN(CC(=O)Nc1ccccc1C(F)(F)F)C(=O)Cc1ccc(S(=O)(=O)N2CCOCC2)s1	1%	17%	-11%	-5%	-7%	0	-0.5	-8%
48	CC(=O)Nc1ccc(C2CC(c3ccc(Cl)cc3)=NN2c2ccccc2)cc1 (centres undefined)	16%	7%	-16%	4%	-1%	30	-4.1	-1%
49	CC1CCCCc2nc3c(c(=O)n21)CCCC3 (centres undefined)	-16%	4%	-6%	0%	8%	4	-0.8	2%[57.1 µM]
50	CCCc1[nH]n(-c2nc3ccccc3s2)c(=O)c1C=NCC1CCCO1 (centres undefined)	2%	33%	8%	-8%	-9%	0	-0.2	-2%

nr	SMILES	EPAC1 agonist	FUS suppressor	Abeta yeast res	EPAC1 antag	PLK1 PBD inh	PI5P4K alpha inh	IL2 activator	WRN helicase inh
51	Cc1cc(-n2cnc(-c3cn[nH]c3C)n2)no1	-9%	8%	-1%	-19%	5%	-7	-2.6	8%
52	C=CCNc1cnn(-c2ccc(C)cc2)c(=O)c1Cl	11%	-10%	-15%	1%	-7%	10	0.5	3%
53	CCOC(=O)C1(C)NC(c2ccccc2F)C2C(=O)N(c3cccc(C(C)=O)c3)C(=O)C21 (centres undefined)	8%	-9%	-22%	-2%	3.8µM*	?	-2.5	2%
54	COc1ccc(OC)c(S(=O)(=O)N2CCN3CCCC3C2)c1 (centres undefined)	13%	18%	-16%	-5%	-17%	8	-0.4	-33%
55	Cc1ccc(NC(=O)CCNC(=O)N2CC(=O)Nc3ccccc32)cc1Cl	-1%	-7%	6%	-10%	2%	-4	-3.1	0%
56	CC1(C)CC(=O)N(c2cccc(Cl)c2)C(=O)C1	-5%	-29%	5%	1%	-3%	3	-0.1	8%
57	O=C(C1CCC(=O)N(C2CCCCCC2)C1)N1CCN(c2ccccc2Cl)CC1 (centres undefined)	4%	?	.	-15%	0%	6	-0.1	-6%
58	CCOC(=O)c1c(NC(=O)CN2C(=O)CN(C)C2=O)sc(C)c1C	1%	11%	-9%	6%	2%	-1	-0.4	7%
59	COC(=O)CN1C(=O)[C@H]2[C@@H](/C=C/c3ccccc3)N3C(=O)CN(Cc4ccccn4)C(=O)[C@@]3(Cc3ccccc3)[C@H]2C1=O	-8%	-2%	6%	4%	-4%	-2	0.5	-7%
60	CCOc1ccc(-n2ccnc2SCC(=O)Nc2nnc(C)s2)cc1	0%	4%	-8%	9%	-22%	5	-1.5	8%
61	O=C(Nc1nnc(COc2ccc(F)cc2)s1)c1ccco1	-6%	9%	-30%	-12%	-9%	-16	-0.4	-8%

Single records, from the list above. Order of values: EPAC1 agonist	FUS suppressor	Abeta yeast res	EPAC1 antag	PLK1 PBD inh	PI5P4K alpha inh	IL2 activator	WRN helicase inh
Results for `COc1ccc(OC)c(S(=O)(=O)N2CCN3CCCC3C2)c1` (centres undefined) → 13%	18%	-16%	-5%	-17%	8	-0.4	-33%
Results for `O=C(C1CCC(=O)N(C2CCCCCC2)C1)N1CCN(c2ccccc2Cl)CC1` (centres undefined) → 4%	?	.	-15%	0%	6	-0.1	-6%

Compounds as they come; 4.1% or so of the library scored in one or more.
